M1 PAM: potentiates human M1 receptor response to acetylcholine. P11229. CHO-K1 hM1, Fluo-8 calcium fluorescence, ACh EC20; 0% = ACh EC20, 100% = maximal ACh. activation, % at 3 µM. 0.088% of 360,000 active. AID 588819; in the data active means activation above about 19%, passing the limit was not always enough
CHRM1 agonist: agonists of human M1 muscarinic receptor; CHO-K1 hM1, Fluo-8 calcium fluorescence, agonist mode; 0% DMSO, 100% acetylcholine EC100; activation, % at 3 µM; P11229; 0.33% of 360,000 active;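 active means activation above the run's mean compound activation plus 3 SD, cut at about 16% in these data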;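 further: peak over basal fluorescence ratio within a 140 s kinetic read after compound addition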
TAAR1 agonist: agonists of human TAAR1 | activation, % at 3 µM | CHO RD-HGA16 TAAR1, Fluo-8 calcium fluorescence; vehicle wells 0%, saturating PEA agonist 100% | 0.99% of 360,000 active;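 active means activation above the mean activation of all test compounds in the run plus 3 SD, cut at about 38% in these data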
Target sequence (Q96RJ0 whole entry, looked up): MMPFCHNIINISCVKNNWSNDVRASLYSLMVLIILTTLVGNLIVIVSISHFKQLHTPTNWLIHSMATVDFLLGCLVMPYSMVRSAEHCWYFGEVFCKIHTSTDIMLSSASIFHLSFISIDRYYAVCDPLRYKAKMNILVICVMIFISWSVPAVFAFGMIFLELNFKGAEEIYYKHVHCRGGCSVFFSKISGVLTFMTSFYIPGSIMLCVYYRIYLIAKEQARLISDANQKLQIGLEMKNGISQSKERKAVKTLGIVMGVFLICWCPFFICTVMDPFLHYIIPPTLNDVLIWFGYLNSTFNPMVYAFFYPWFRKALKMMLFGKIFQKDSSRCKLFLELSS
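Test system: RD-HGA16 (CHO) cells co-expressing Gα16 and hTAAR1 / Benchmarks: DMSO vehicle as 0%, PEA at EC100 as 100% / Repeats: no replicates (n 1) / Measure: % activation from peak over basal fluorescence ratio, DMSO-to-PEA scaled / Timing: 17-24 h plating, Fluo-8 75 min 37 °C, 30 min RT / Technique: kinetic Fluo-8 calcium fluorescence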
TAAR1 antagonist: human TAAR1 antagonism. inhibition, % at 3 µM. AID 624466. CHO RD-HGA16 TAAR1, Fluo-8 calcium fluorescence, antagonist. Q96RJ0. 1.5% of 360,000 active;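 active means inhibition above a per-plate cutoff, the mean inhibition of test compounds on that plate plus 3 SD, cut at about 49% in these data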;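 further: 0% = DMSO plus EC80 beta-PEA response and 100% = DMSO alone without agonist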
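Test system: CHO RD-HGA16 cells bearing hTAAR1 | Reagent: β-PEA, EC80 | Compound dosing: 3 µM, single point | Schedule: Dye loading 75 min at 37 °C, then 30 min room temperature | Signal: Calcium fluorescence with Fluo-8 | Evaluation: Percent inhibition of PEA-evoked calcium signal, max/basal emission ratio | Control set: DMSO-only wells and EC80 β-PEA-stimulated wells | Repeats: Singlicate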
OXTR potentiator: potentiators of human oxytocin receptor; P30559; CHO-OTR cells, Fluo-8 calcium fluorescence, potentiator mode; 0% = oxytocin EC15, 100% = EC100; activation, % at 3 µM; 0.061% of 320,000 active; AID 2445;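 active means activation above that plate's cutoff, the mean activation of tested compounds plus 3 SD, cut at about 6.6% in these data, passing the limit was not always enough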;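 further: 100% uses oxytocin at 75 nM as the full agonist control; some results filed as inactive read as strong as hits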
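Assay system: CHO cell line stably expressing human OTR. Reagent: EC15 oxytocin agonist. Dosing: single dose, 3.0 µM nominal final compound concentration. Timing: compound 6 min at room temperature before oxytocin, 100 s read. Signal: kinetic Fluo-8 calcium fluorescence. Controls: oxytocin EC15 low and EC100 high.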
M1 antag: antagonists of human M1 muscarinic receptor. CHO-K1 hM1, Fluo-8 calcium fluorescence, ACh EC80 antagonist. 1.3% of 360,000 active. P11229. inhibition, % at 3 µM. AID 588852;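 active means percent inhibition above its own plate's cutoff, namely the mean of that plate's compound wells plus 3 SD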;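 further: peak over basal fluorescence ratio during 140 s after agonist addition; 0% = ACh EC80 plus DMSO and 100% = DMSO alone without agonist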
CHO parental Ca: counter-screen for OX1R antagonists: effect in parental CHO cells; parental CHO-K1, ATP-induced calcium, Fluo-8 fluorescence; inhibition, % at 5.6 µM; 0.63% of 330,000 active; AID 463079;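 active means inhibition above that plate's mean sample inhibition plus 3 SD, cut at about 26% in these data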;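 further: 0% = ATP-challenged DMSO wells and 100% = DMSO wells without ATP; some compounds past the cut are filed as inactive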
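Assay system: untransfected parental CHO cell line. Also added: ATP agonist challenge. Dosing: one dose, 5.6 µM nominal. Measured by: Fluo-8 fluorescence. Read-out: % inhibition. Benchmarks: ATP wells versus no-ATP DMSO wells. Repeats: no replicates.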
V1aR counter: activates human V1a receptor in oxytocin agonist counter-screen; activation, % at 3 µM; CHO-V1R cells, Fluo-8 calcium fluorescence, agonist mode; 0% DMSO, 100% 3 nM vasopressin; 0.25% of 320,000 active;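 active means activation above the mean activation of all tested compounds plus 3 SD, per screening run, cut at about 20% in these data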;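 further: signal is peak over basal fluorescence ratio across a 100 second FLIPR read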
Target sequence (P37288 whole entry, looked up): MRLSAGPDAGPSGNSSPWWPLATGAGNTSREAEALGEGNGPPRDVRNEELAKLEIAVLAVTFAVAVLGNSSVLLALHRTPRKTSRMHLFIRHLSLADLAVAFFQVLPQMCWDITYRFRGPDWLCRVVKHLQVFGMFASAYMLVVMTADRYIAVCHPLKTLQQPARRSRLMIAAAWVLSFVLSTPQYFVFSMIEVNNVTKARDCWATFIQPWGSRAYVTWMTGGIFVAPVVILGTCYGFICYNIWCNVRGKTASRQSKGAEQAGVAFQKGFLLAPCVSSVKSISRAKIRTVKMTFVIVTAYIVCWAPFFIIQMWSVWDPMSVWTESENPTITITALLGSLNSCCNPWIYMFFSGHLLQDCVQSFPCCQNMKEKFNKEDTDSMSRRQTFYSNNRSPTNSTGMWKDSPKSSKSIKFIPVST
OXTR ag: activates the human oxytocin receptor | 0.32% of 320,000 active | CHO-OTR cells, Fluo-8 calcium fluorescence; normalized: DMSO 0%, oxytocin 100% | activation, % at 3 µM | P30559;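 active means activation above the mean of all tested compounds plus 3 SD, cutoff set per screening run, cut at about 20% in these data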;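 further: peak over basal fluorescence ratio from a 100 s FLIPR kinetic read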
* hit, by the source's call; · = not tested or not shown.

SMILES | M1 PAM | CHRM1 agonist | TAAR1 agonist | TAAR1 antagonist | OXTR potentiator | M1 antag | CHO parental Ca | V1aR counter | OXTR ag
CN1CCN(c2ccccc2NS(=O)(=O)c2ccc3c(c2)CCN3C(=O)C2CCC2)CC1 | · | · | · | · | -4 | · | -14 | 3.8 | 1.7
CN(C)C(=O)CCc1ccc2c3c([nH]c2c1)[C@]1(C)[C@@H](C(=O)N2CCOCC2)C[C@H](CC(=O)NCCCn2ccnc2)C(=O)N1CC3 | 9 | -6 | 3 | -8 | · | -6 | -9 | · | ·
Brc1ccc2nc(N3CCCC3)sc2c1 | 7 | -5 | -2 | -27 | -3 | -3 | -3 | 1.3 | 0.2
O=C(CNC(=S)N(Cc1ccccc1)Cc1cccnc1)NC1CCCC1 | 5 | -7 | 2 | -10 | -8 | -5 | -13 | 1.6 | 0.3
CC(/C=C1\SC(=S)N(NS(=O)(=O)c2ccccc2)C1=O)=C\c1ccccc1 | -8 | -1 | -2 | 12 | -4 | -4 | -24 | -0.4 | -1.7
O=C(O)COc1ccccc1/C=N/NC(=O)CNC(=O)c1ccc(F)cc1 | 6 | -3 | 1 | -18 | -6 | -13 | 5 | 0.8 | -0.9
Cc1cccc(NNC(=O)C(=O)NNc2cccc(C)c2)c1 | 17 | -1 | 1 | -22 | -6 | -27 | -24 | 9.2 | -0.7
COc1ccc(-c2[nH]ncc2CNC(C)c2cn(C)nc2C)c(F)c1 (stereo not drawn) | 10 | -9 | 0 | -10 | -11 | -11 | -7 | 0.5 | 0.0
COc1ccccc1N1CCN(C(=O)c2ccccc2NC(=O)C2CCCCC2C(=O)O)CC1 (stereo not drawn) | 11 | -4 | 1 | -9 | -10 | -1 | -8 | 0.0 | 0.0
Cc1ccc(/C=N/NC(=O)c2ccc(-c3ccccc3)cc2)o1 | 5 | -5 | -1 | 36 | -11 | -9 | -8 | 0.3 | -0.5
O=C(Nn1cnnc1)c1cc2c(s1)CCCC2 | 2 | -4 | 8 | -6 | -6 | -1 | -2 | 0.7 | -0.8
CN(C(=O)COC(=O)c1sc2ccccc2c1Cl)C1CCCCC1 | -3 | -4 | 18 | 18 | -1 | 4 | 16 | -1.5 | -2.5
O=C(O)CC(c1ccc(C(F)(F)F)cc1)N1Cc2ccccc2C1=O (stereo not drawn) | 5 | -4 | 0 | 3 | -4 | -15 | 1 | 0.5 | 0.1
Cc1ccc(C)c(S(=O)(=O)NC(Cc2c[nH]c3ccccc23)C(=O)O)c1 (stereo not drawn) | 17 | -8 | 5 | 21 | -8 | -9 | -1 | 0.2 | 0.5
CC(C)/C=C/C(=O)N1CCC(N2CCC(C(=O)NCC3CCCO3)CC2)CC1 (stereo not drawn) | 20 | -9 | 0 | -1 | · | -25 | · | · | ·
CCOC(=O)Cn1nc(C)c(NC(=O)COc2ccc(C)c(C)c2)c1C | 5 | -1 | 0 | -10 | -2 | -10 | 0 | 2.1 | 2.8
CC(NC(=O)c1ccc(F)cc1)C1CC2CCC1C2 (stereo not drawn) | 10 | -4 | 5 | -24 | -3 | -9 | -12 | -1.4 | -1.9
CCOC(=O)c1c2n(c3c(NCc4ccccc4)ncnc13)CCCC2 | 9 | -3 | 4 | -2 | -1 | -8 | -22 | -0.2 | -2.6
O=C1N/C(=N/O)S/C1=C/c1cccnc1 | 5 | -7 | 2 | 15 | -9 | -3 | -5 | 1.1 | 0.0
O=C(CSc1nnc(COc2ccc3c(c2)CCCC3)o1)Nc1ccc(F)cc1 | 7 | -2 | -2 | -6 | -6 | -13 | -8 | 1.5 | 1.5
NS(=O)(=O)c1ccc(CCNC(=O)C(=O)NCC2OCCN2S(=O)(=O)c2cc(F)ccc2F)cc1 (stereo not drawn) | -6 | -3 | 2 | -24 | -1 | 8 | -1 | 1.8 | 0.0
Cc1ccc(NC2CCCN(C(=O)CCn3nccc3C)C2)cc1C (stereo not drawn) | 4 | -2 | 1 | -11 | -3 | 3 | -21 | 0.3 | 0.5
CC1Oc2ccccc2N(CC(=O)NCc2ccccc2)C1=O (stereo not drawn) | 7 | 0 | -1 | 10 | 2 | 9 | -14 | -0.1 | -0.1
COc1ccc(C(O)c2nc(-c3cccc(F)c3)cs2)cc1 (stereo not drawn) | 5 | 1 | 7 | -13 | · | -14 | · | · | ·
CCN1C(=O)[C@@H]2[C@H](C1=O)[C@@H]1C(=O)Nc3ccccc3C(=O)N1[C@@H]2c1ccc(Br)cc1 | 3 | -5 | 2 | 15 | -4 | -4 | -23 | 0.8 | 1.2

(next part)
SMILES | M1 PAM | CHRM1 agonist | TAAR1 agonist | TAAR1 antagonist | OXTR potentiator | M1 antag | CHO parental Ca | V1aR counter | OXTR ag
CCC1(CC)NC(=O)N(CC(=O)OCC(=O)NC(=O)c2ccccc2OC)C1=O | -2 | -3 | 3 | -20 | 1 | 4 | 8 | 0.8 | 1.0
CCCOc1ccc(S(=O)(=O)Nc2ccccn2)c2ccccc12 | 13 | -2 | 1 | -21 | -9 | -10 | -2 | 0.1 | 0.0
CC(/C=C/c1cccc([N+](=O)[O-])c1)=N/NC(=O)c1cccnc1 | 13 | -6 | 2 | 1 | -5 | -8 | -15 | -0.4 | -0.7
COc1ccc(S(=O)(=O)N(C)C[C@@H]2OCc3cn(nn3)CCCC(=O)N([C@@H](C)CO)C[C@H]2C)cc1 | -2 | -5 | 0 | 7 | · | 6 | · | · | ·
Cc1cccc(C)c1N1CCN(S(=O)(=O)N(C)C)CC1 | 1 | -13 | 8 | 17 | -6 | 4 | -10 | 0.0 | -0.7
CCn1c(SCC(=O)Nc2ccccc2C(=O)OC)nnc1-c1ccc(N)cc1 | 13 | -7 | 1 | 12 | 2 | -12 | -15 | -0.2 | -1.4
O=C(CSc1nnc(CNC(=O)c2c(F)cccc2Cl)o1)NCCc1ccccc1 | 2 | -3 | 3 | -1 | -2 | -6 | -9 | 2.0 | 0.1
COC(=O)C1=C(C)NC(=S)N(C(C)=O)C1c1ccccc1 (stereo not drawn) | -3 | -2 | -2 | 14 | -3 | -4 | -13 | -0.7 | -1.1
COC(=O)CN(c1nc(C)cc(OC)n1)S(=O)(=O)c1ccccc1 | -3 | -5 | 8 | 3 | · | 6 | · | · | ·
Cc1ccc(NC(=O)c2ccc(C)c(S(=O)(=O)N3CCOCC3)c2)nc1 | 3 | -2 | 0 | -9 | -9 | -2 | 4 | -0.9 | -0.3
COc1ccc(OC)c(NC(=O)CN2C(=O)C(C)N(c3ccc(C)cc3)C2=O)c1 (stereo not drawn) | 9 | -3 | 3 | -4 | 0 | -9 | -20 | -0.5 | -1.5
CCn1c(CN2CCCCCC2=O)nnc1SCc1cnc(-c2ccccc2)s1 | -10 | -4 | 8 | 17 | -11 | -3 | -33 | 0.4 | -0.4
O=C(N/C(=C/c1cccs1)C(=O)N1CCOCC1)c1ccccc1 | 10 | -2 | 4 | 4 | -10 | -14 | -3 | 0.2 | -0.5
Cc1cc(NC(=O)c2ccc(OCC3CCCO3)cc2)ccc1Br (stereo not drawn) | -14 | 0 | 15 | 40 | · | 5 | · | · | ·
O=C(CN1C(=O)CSc2cc(S(=O)(=O)N3CCCCCC3)ccc21)NCCc1ccccc1 | -1 | -9 | 28 | -6 | -8 | -4 | 3 | 0.5 | -1.4
O=C1NC(=S)SC1=C1CCCCCC1 | 3 | -1 | 4 | 14 | -9 | -12 | -16 | 2.1 | 0.4
CCOC(=O)C(CC)n1cnc2c(nnn2-c2ccccc2)c1=O (stereo not drawn) | 1 | -4 | · | · | 1 | -6 | -12 | -0.3 | -0.5
COc1ccc(S(=O)(=O)N2CCN(Cc3c[nH]c4ccccc34)CC2)cc1 | 1 | -2 | 8 | 3 | -14 | -16 | -12 | 3.3 | 4.6
Nc1cc2c(cc1N)-c1ccccc1C2 | -2 | -3 | -2 | 2 | · | 5 | · | · | ·
COc1cc(/C=C/C(=O)OCC(=O)NC(=O)NC2CCCCC2)ccc1OC(F)F | 8 | -2 | 0 | -13 | 3 | -9 | -21 | 1.5 | 0.9
CN1C(=O)N(C)C(c2cccc([N+](=O)[O-])c2)C2=C1CCCC2=O (stereo not drawn) | 10 | -7 | 1 | 2 | -5 | -11 | 5 | 0.6 | 0.8
O=C(C1CCCN(S(=O)(=O)c2cnc[nH]2)C1)N1CC(=O)N(CCc2ccccc2)C(=O)C1 (stereo not drawn) | 11 | -2 | · | · | -2 | -12 | 2 | -0.1 | 0.9
CC(=O)C1CCCN(C(=O)c2ccc3nc(Cc4cccc(Cl)c4)oc3c2)C1 (stereo not drawn) | 9 | -2 | 1 | 8 | -10 | -11 | -14 | 3.8 | 2.7
CC(=O)Nc1cc(-c2ccc(C(=O)N3CCOCC3)cc2)cn2c(-c3ccccc3)cnc12 | -2 | -4 | 2 | 12 | · | -11 | · | · | ·
CC(C)CN(C(=O)CN1C(=O)C2CCCCC2C1=O)c1c(N)n(Cc2ccccc2)c(=O)[nH]c1=O (stereo not drawn) | 11 | -1 | 2 | -28 | -1 | -7 | -14 | 0.3 | -1.4
CC(CCc1ccccc1)NC(=O)COC(=O)c1cccn1C (stereo not drawn) | 2 | -4 | 10 | 9 | -1 | 0 | -8 | -0.2 | -1.1
Cc1ccc(Nc2nc(N)c([N+](=O)[O-])c(NCCO)n2)cc1C | 13 | 0 | 8 | -48 | -4 | -8 | -35 | -1.8 | -3.5
COCCNC(=O)C(c1ccc(F)cc1)N(C(=O)CCC(=O)Nc1ccccn1)c1ccc(C)cc1 (stereo not drawn) | 7 | -5 | 4 | -13 | 4 | -2 | -11 | 3.2 | 1.7
O=C(CN1CCN(c2ccc(F)cc2)CC1)Nc1nccs1 | 5 | -3 | 2 | 3 | -10 | 0 | -8 | -0.3 | -0.6

Record cards, as listed above. Order of screens: M1 PAM	CHRM1 agonist	TAAR1 agonist	TAAR1 antagonist	OXTR potentiator	M1 antag	CHO parental Ca	V1aR counter	OXTR ag
Entry for CC(NC(=O)c1ccc(F)cc1)C1CC2CCC1C2 (stereo not drawn) : 10	-4	5	-24	-3	-9	-12	-1.4	-1.9
Entry for Cc1cccc(C)c1N1CCN(S(=O)(=O)N(C)C)CC1 : 1	-13	8	17	-6	4	-10	0.0	-0.7
Entry for Cc1ccc(C)c(S(=O)(=O)NC(Cc2c[nH]c3ccccc23)C(=O)O)c1 (stereo not drawn) : 17	-8	5	21	-8	-9	-1	0.2	0.5

Assay outcomes: PubChem, The Scripps Research Institute Molecular Screening Center
